Source: PubChem BioAssay
S3 lipid droplet – qHTS Assay for Lipid Storage Modulators in Drosophila S3 Cells | Drosophila S3 cells, BODIPY lipid droplet fluorescence, 18-24 h; cells fed with added oleic acid | Potency in µM for hits, for the others lipid storage change, negative = inhibition, % at the top dose, mostly 46.1 µM | actives 0.64% (n = 320,000) | AID 2685; active means well fitted inhibition curve with a large enough effect in the signal ratio, with a control signal flat, not every such curve was filed as active; inconclusive means small, poorly fitted or top-dose-only effect, or effect the other way, or a change in a side signal; the % refers to the signal ratio
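Drosophila S3 cells got compounds at several concentrations plus oleic acid (400 uM solution). Laser-scanning cytometry with 488 nm excitation read lipid droplets at 500-530 nm and cells at 575-640 nm. Percent activity was relative to 20 uM Triacsin C.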
S3 lipid droplet cell count max – second read-out of S3 lipid droplet, no call of its own (marks repeat the call); cell number change, %; measured here: cell count max response;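 cells counted by Cell Tracker Red CMTPX staining in the red channel; peak over a dose series mostly up to 46.1 µM; percent activity relative to internal control wells on each plate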
An asterisk follows results filed as active; i = inactive; ? = inconclusive; / = not tested or not shown; [ ] = dose if it differs, or a comment. On the % scale 0 is the no-effect control and ±100 the full control effect; potency means the concentration at half of the fitted maximal effect. Some of the compounds tested; rates above refer to the full screens.

compound,S3 lipid droplet,S3 lipid droplet cell count max
CC(=O)c1sc(C(C)(C)C)cc1NC(=O)/C=C/C(=O)O,-6%,-3
CCCn1c(=N)n(CC(O)c2ccc(C)cc2)c2ccccc21 (centres undefined),-4%,-7
CCOC(=O)c1c(CCl)nc2ccccc2c1-c1ccccc1,8%,-5
CCCCOC(=O)C1=C(C)Nc2nnnn2C1c1ccc(OC)c(OC)c1OC (centres undefined),-14%,-11
COc1ccc(-c2nnc(SC(C)C(=O)NCc3ccc4c(c3)OCO4)n2Cc2ccco2)cc1 (centres undefined),?,/
O=C(Nc1ccc(Cl)cc1)N1CCSC1=NCc1ccccc1,-9%,16
CCOC(=O)C1=C(C)N(C)C(=O)NC1c1c(O)ccc2ccccc12 (centres undefined),-1%,2
CN(C(=O)CS(=O)(=O)c1cn(CC(=O)N2CCCCC2)c2ccccc12)c1ccccc1,-13%,14
Cc1ccc(N2CC(C(=O)N/N=C/c3c(F)cccc3Cl)CC2=O)cc1 (centres undefined),?,/
CC(C)C(NC(=O)c1ccccc1F)C(=O)NCc1ccc(S(=O)(=O)N2CCOCC2)cc1 (centres undefined),?,/
CCn1c(CCc2ccccc2)nnc1SCC(N)=O,?,/
CCCn1nc(C(=O)Nc2nc(-c3ccccn3)cs2)c2ccccc2c1=O,?,/
O=C(CSc1nn(-c2ccc(F)cc2)c(=S)s1)NC1CCS(=O)(=O)C1 (centres undefined),?,/
CSCCC(NC(=O)c1ccccc1)C(=O)NCc1ccco1 (centres undefined),-3%,4
CCOC(=O)c1cc(-c2ccccc2)n(CC2CC(c3ccc(OC)cc3)=NO2)n1 (centres undefined),1%,-3
CCOc1ccc(S(=O)(=O)NCCC2=CCCCC2)c2ccccc12,?,/
Nc1ccc(C(=O)NCCCCCCNC(=O)c2ccc(N)cc2)cc1,-12%,-12
CCc1c(C(=O)O)[nH]c2ccc(Br)cc12,12%,/
Cc1ccc(CSC(Nc2ccc(F)cc2)=C(C#N)C#N)cc1,?,/
Cc1[nH]n(C(N)=S)c(=O)c1N=Nc1cc(-c2ccc(Br)cc2)[nH]n1,?,/
COc1ccc(C(=O)NC(=S)NNC(=O)c2ccc(O)cc2)cc1[N+](=O)[O-],?,/
COc1ccccc1C(=O)NNC(=O)c1cccc([N+](=O)[O-])c1,2%,-12
O=C(NC12CC3CC(CC(C3)C1)C2)c1cncc(Br)c1,?,/
Cc1cc(C)nc(N(C#N)S(=O)(=O)c2ccc(Br)cc2)n1,-2%,-6
COc1ccc(N2CCN(c3nc4ccccn4c(=O)c3C=O)CC2)cc1,4.6µM*,25*

7 consecutive records already listed, for reference:
compound,S3 lipid droplet,S3 lipid droplet cell count max
Cc1ccc(CSC(Nc2ccc(F)cc2)=C(C#N)C#N)cc1,?,/
Cc1[nH]n(C(N)=S)c(=O)c1N=Nc1cc(-c2ccc(Br)cc2)[nH]n1,?,/
COc1ccc(C(=O)NC(=S)NNC(=O)c2ccc(O)cc2)cc1[N+](=O)[O-],?,/
COc1ccccc1C(=O)NNC(=O)c1cccc([N+](=O)[O-])c1,2%,-12
O=C(NC12CC3CC(CC(C3)C1)C2)c1cncc(Br)c1,?,/
Cc1cc(C)nc(N(C#N)S(=O)(=O)c2ccc(Br)cc2)n1,-2%,-6
COc1ccc(N2CCN(c3nc4ccccn4c(=O)c3C=O)CC2)cc1,4.6µM*,25*

Following part
compound,S3 lipid droplet,S3 lipid droplet cell count max
Cc1cc(C(=O)N2CCCC(N3CCN(c4cccc(Cl)c4)CC3)C2)nc(C)n1 (centres undefined),i,9
O=C(Nc1nc(-c2cccs2)cs1)c1cccc(S(=O)(=O)N2CCCCCC2)c1,?,/
COc1ccc(/C=N/NC(=O)c2ccc(O)cc2)cc1CN1CCCc2ccccc21,0%,-9
CC(C)n1c(NCc2cccs2)nc2ccccc21,i,-7
COc1ccc(F)c(-c2nc(CN3CCC(c4ccccc4)CC3)c(C)o2)c1,?,/
O=C(Nc1cccnc1)c1ccc(-c2ccccc2)cc1,-22%,1
O=C1OCC2=C1C(c1ccccc1)CC(=O)N2c1cccc(F)c1 (centres undefined),6%,20
CC1(C2CC2)NC(=O)N(CC(=O)Nc2ccc(Cl)c([N+](=O)[O-])c2)C1=O (centres undefined),?,/
CCOC(=O)c1c(CC(C)C)csc1NC(=O)CCl,?,/
COCCNC(=O)C1CCC(CNS(=O)(=O)c2c(C)cc(C)cc2C)CC1 (centres undefined),?,/
Cc1nc2nc[nH]n2c(=O)c1NS(C)(=O)=O,?,/
c1ccn2c(c1)nc1c2nc2ccccn21,21%,1
COC(=O)C1SCC2C(=O)N(Cc3ccc(Cl)cc3)CC(=O)N21 (centres undefined),?,/
Cc1ccc(-c2nnn(CC(=O)NCCc3ccc4c(c3)OCO4)n2)o1,i,26
CCC(=O)NC(=S)Nc1ccc(S(=O)(=O)NC2CCCCC2)cc1,?,/
O=C(N/N=C/C1CC2CCC1C2)C1CC1 (centres undefined),?,/
CCS(=O)(=O)Nc1cc(OC)c(OC)cc1Cc1nccc2cc(OC)c(OC)cc12,4%,5
CCCCc1nc(N)c(C#N)c(-c2ccco2)c1CCC,-7%,-12
Cc1cc(C(=O)CSc2ncccn2)c(C)n1-c1cccc(F)c1,?,/
O=C(Nc1ccc2c(c1)OCCO2)C(=O)c1c[nH]c2ccccc12,-20%,3
CC(C)Cc1csc(NC(=O)c2ccccc2Cl)c1C(=O)O,?,/
O=C(NC1CCCC1)C(c1ccncc1)N(C(=O)c1csnn1)c1cccc(Cl)c1 (centres undefined),-6%,-2
CCS(=O)(=O)N1Cc2ccccc2CC1C(=O)Nc1nc2ccc(F)cc2s1 (centres undefined),i,-17
NC1=NC(=O)/C(=C/c2cn(CCC(=O)O)nc2-c2ccc(F)cc2)S1,-7%,1
CCCC(C)C(=O)Nc1ccc(S(N)(=O)=O)cc1 (centres undefined),14%[9.22 µM],17

(cont.)
compound,S3 lipid droplet,S3 lipid droplet cell count max
Cc1cc(S(=O)(=O)Nc2c(C)nc3nc[nH]n3c2=O)ccc1F,-1%,-1
O=C(Nc1ccc(OC(F)F)cc1)c1cc(S(=O)(=O)N2CCCCC2)ccc1N1CCOCC1,?,/
C=CCn1c(SCC(=O)c2ccc(O)c(O)c2)nnc1-c1cccc(C)c1,?,/
O=C(O)[C@@H]1CCCN1C(=O)c1ccco1,?,/
CCCc1nc2ccccc2c(=O)n1-c1ccc(C(=O)OCC)cc1,18%,4
COc1ccccc1CN(C)C(=O)c1cc(C)nc2ccccc12,?,/
CCOC(=O)C(NC(=O)c1ccc(OC)cc1)(Nc1cc(C)on1)C(F)(F)F (centres undefined),?,/
Cc1ccccc1NC(=O)COC(=O)c1cccc(S(=O)(=O)N2CCCCC2)c1,?,/
Cc1cccn2c(N)c(-c3ccccc3)nc12,4%,-8
O=C(COc1cc(Cl)c(Cl)cc1Cl)NC(=O)Nc1ccc2c(c1)OCCO2,?,/
CN(c1ccccc1)S(=O)(=O)c1cccc(C(=O)Nc2nn[nH]n2)c1,2%,-12
CCOC(=O)C1C(=O)C=C(c2ccc(C)cc2)CC1c1cccc([N+](=O)[O-])c1 (centres undefined),-4%,-22
COc1ccc(C2=NS(=O)(=O)N(C)C(C(=O)Nc3ccc(F)cc3F)=C2)cc1,?,/
O=c1c2ccccc2nc(-c2ccc(F)cc2)n1NCc1ccccc1O,0%,-5
CC1CCCCC1NC(=O)COC(=O)c1ccc2ccccc2n1 (centres undefined),?,/
CC(=O)c1c(C)nc2ccccn12,?,/
COc1ccccc1NC(=O)Nc1ccnn1C1CCCCC1,?,/
O=C(NCCOc1ccccc1Cl)c1cc(F)c(F)cc1Cl,?,/
CCOC(=O)C1=C(c2ccccc2)NC(=S)NC1c1ccc(Cl)c([N+](=O)[O-])c1 (centres undefined),23%,7
Cc1ccc2nc(-c3ccc(NC(=O)CCN4C(=O)c5ccccc5C4=O)cc3)sc2c1,-8%,-1
Cc1csc(NC(=O)c2cc(-c3ccncc3)nc3ccccc23)n1,0%,15
COc1ccc(Br)cc1S(=O)(=O)N1CC(C)OC(C)C1 (centres undefined),6%,5
O=S(=O)(Nc1nccs1)c1ccc2c(c1)OCCO2,?,/
CC(C)CNC(=O)c1cccc(NC(=O)CCc2ccccc2)c1,?,/
CN(CC(=O)Nc1ccc(F)c(Cl)c1)S(=O)(=O)c1cccc2nsnc12,2%,-2

Later entries
compound,S3 lipid droplet,S3 lipid droplet cell count max
CC1CCC(N2CCN(S(C)(=O)=O)CC2)CC1 (centres undefined),?,/
CCN(Cc1ccccc1)S(=O)(=O)c1ccc(C(=O)N(CCCN(C)C)c2nc3cc4c(cc3s2)OCO4)cc1,?,/
CCC(CC)COC(=O)C1=C(C)NC(=O)NC1c1ccc2c(c1)OCO2 (centres undefined),?,/
CCCCN1C(=O)c2ccc(C(=O)OCC(=O)N3CCN(c4ccccc4)CC3)cc2C1=O,?,/
Cc1ccc(NC(=O)CN(C)C(=O)CSc2nnc(N)s2)cc1,?,/
O=C(CSc1nnc(-c2cccc(F)c2)o1)N1CCCC1,?,/
O=C(CN1CCCC1)NCC(=O)Nc1ccc(F)cc1,?,/
Cc1cc(S(=O)(=O)N2CCOCC2)ccc1OCC(=O)Nc1ccccc1F,?,/
CCCOc1ccc(C2C(C(=O)OC)=C(C)N=C3SCCC(=O)N32)cc1OCC (centres undefined),?,/
O=C(CN(C(=O)c1csnn1)c1ccccc1F)NCc1ccccc1,?,/
CN(C)c1ccc(/C=N\NC(=S)SCN2C(=O)C3CCC(C)(C2=O)C3(C)C)cc1 (centres undefined),?,/
Cc1ccccc1C(=O)Nc1ccc(O)c2c(=O)cc(-c3ccccc3Cl)oc12,5%,-17
CC(=O)OC1C2CCC1C([N+]1(C)CCCCC1)CC2 (centres undefined),4%,13
COc1ccc(S(=O)(=O)Cc2ccc(C(=O)NC3CCCCC3)o2)cc1,i,/
CC(OC(=O)c1ccc2ccccc2c1)C(=O)N(C)Cc1ccccc1 (centres undefined),?,/
NNC(=O)c1cncc(Br)c1,?,/
O=C(O)c1ccc(N2C(=O)/C(=C\c3ccccc3)N=C2c2ccccc2)cc1,-10%,-20
CC1CN(c2nc(-c3ccc(Br)cc3)nnc2-c2ccccc2)CC(C)N1 (centres undefined),?,/
COc1ccc(C2C=C(c3ccc(Cl)cc3)Nc3nc(NC(C)=O)nn32)cc1 (centres undefined),12%,-15
CCCn1cnc2c(cnn2-c2ccc(F)cc2)c1=O,5%,0
O=S(=O)(c1ccc(Cl)c(NC(=S)N/N=C/c2c(F)cccc2F)c1)N1CCOCC1,?,/
Cc1ccc(NC(=O)CS(=O)CC(=O)N(c2ccccc2)C(C)C(=O)NC2CCCC2)cc1 (centres undefined),?,/
Cc1noc(NS(=O)(=O)c2ccc(N/C=C/C(=O)c3ccc(F)cc3)cc2)c1C,-5%,-4
N#CC1CCN(C(=O)c2ccc3c(Cl)c4c(nc3c2)CCCC4)CC1,?,/
CC(C)(C)c1ccc(Cn2c(=N)n(CC(O)c3ccco3)c3ccccc32)cc1 (centres undefined),?,/

Another view of five compounds above:
Under each structure – S3 lipid droplet, S3 lipid droplet cell count max
> O=C(CSc1nnc(-c2cccc(F)c2)o1)N1CCCC1
→ ?, /
> O=C(CN1CCCC1)NCC(=O)Nc1ccc(F)cc1
→ ?, /
> Cc1cc(S(=O)(=O)N2CCOCC2)ccc1OCC(=O)Nc1ccccc1F
→ ?, /
> CCCOc1ccc(C2C(C(=O)OC)=C(C)N=C3SCCC(=O)N32)cc1OCC (centres undefined)
→ ?, /
> O=C(CN(C(=O)c1csnn1)c1ccccc1F)NCc1ccccc1
→ ?, /

The results go on.
compound,S3 lipid droplet,S3 lipid droplet cell count max
O=C(COc1ccc(OCc2ccccc2)cc1)NC1CCOC1=O (centres undefined),0%,-17
COc1ccc(C2N3CC4(C)CN2CC(C)(C3)C4O)cc1 (centres undefined),-2%,10
Cc1ccc(C2(C)NC(=O)N(CC(=O)c3ccc(Cl)s3)C2=O)cc1 (centres undefined),?,/
CCOc1ccc(S(=O)(=O)NCCC(=O)N2CCN(Cc3ccccc3)CC2)cc1,?,/
COc1ccccc1NC(=O)CC1C(=O)Nc2c1c(=O)n(C)c(=O)n2C (centres undefined),11%,11
CCOC(=O)c1ccccc1NC(=O)c1cc2ccccc2o1,i,23
CCCc1nc2oc3c(N4CCNCC4)ncnc3c2c2c1CCCC2,22%,21
Cc1nnc(C)n1/N=C/c1ccc(C(C)C)cc1,?,/
Cc1ccc(NC(=O)CN2C(=O)/C(=C3\SC(=S)N(C4CCS(=O)(=O)C4)C3=O)c3ccccc32)cc1 (centres undefined),-2%,4
CC1(C)Cc2nc(N3CCCC3)c(C#N)cc2CO1,1%,2
COc1ccc(C)cc1NC(=O)CN1CCN(S(=O)(=O)c2ccc3ccccc3c2)CC1,?,/
O=C(CN1C(=O)CCSc2ccccc21)Nc1ccc(F)cc1,i,/
O=C(Cc1ccc(S(=O)(=O)N2CCOCC2)s1)Nc1ccccc1N1CCCC1,i,-4
O=C(C1=NNCC1c1ccc(Cl)cc1)C1CO1 (centres undefined),?,/
